Screens (PubChem)
hcGAS inh: Primary biochemical luminescence assay for human cyclic GMP-AMP synthase inhibitors; Q8N884; recombinant h-cGAS, ATP depletion, Kinase-Glo luminescence; inhibition, % at 12.5 µM; 290,000 compounds, 0.081% hits;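 also: 0% = vehicle reaction and 100% = reaction without DNA for no activity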
Target sequence (Q8N884 whole entry, looked up): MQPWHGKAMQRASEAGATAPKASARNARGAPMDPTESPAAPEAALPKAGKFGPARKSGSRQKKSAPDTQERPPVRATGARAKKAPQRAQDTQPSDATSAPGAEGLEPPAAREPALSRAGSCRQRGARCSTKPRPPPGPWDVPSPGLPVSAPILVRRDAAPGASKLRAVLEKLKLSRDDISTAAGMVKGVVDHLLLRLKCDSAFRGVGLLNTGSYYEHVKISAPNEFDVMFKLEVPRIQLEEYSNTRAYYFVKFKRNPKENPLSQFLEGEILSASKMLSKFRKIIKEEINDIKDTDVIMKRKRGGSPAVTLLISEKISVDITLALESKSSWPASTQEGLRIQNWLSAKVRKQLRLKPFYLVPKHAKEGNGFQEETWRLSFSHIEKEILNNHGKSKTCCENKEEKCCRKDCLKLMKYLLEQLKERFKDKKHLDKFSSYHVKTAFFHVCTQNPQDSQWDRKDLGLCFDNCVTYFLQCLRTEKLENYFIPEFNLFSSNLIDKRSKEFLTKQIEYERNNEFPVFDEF
mcGAS lum: cyclic GMP-AMP synthase inhibitors, mouse, primary biochemical chemiluminescence | recombinant cGAS, Kinase-Glo ATP depletion luminescence | inhibition, % at 12.5 µM | 160,000 compounds, 0.15% hits | Q8C6L5;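 also: 0% = negative control wells and 100% = reference inhibitor with no enzyme activity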
NPYLR7 agonist: agonists of mosquito NPYLR7 receptor, primary screen, cell-based, Aedes aegypti, calcium fluorescence, mosquito biting behavior. Aedes aegypti neuropeptide Y-like receptor 7 (NPYLR7). HEK293T NPYLR7/Galpha15, GCaMP6s calcium fluorescence. activation, % at 10 µM. 270,000 compounds, 0.15% hits. AID 1259423, 2018; in the data active = activation above about 40%;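 also: 0% = vehicle and 100% = reference agonist at the receptor; some compounds past the cut are filed as inactive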
An asterisk follows results filed as active; · = not tested or not shown; & = joins results of further samples. Rule as the data show it, unless noted: active = inhibition above about 40%; inactive = the rest.

SMILES	hcGAS inh	mcGAS lum	NPYLR7 agonist
O=C(C(Oc1ccc(Br)cc1Br)c1ccccc1)N1CCOCC1 (configuration not stated)	-6	-18	5
CC(=O)N1CCC(Oc2ccc(Cl)cc2C(=O)NC2(c3ccccc3)CC2)CC1	-6	·	18
O=C(c1ccc(NC2CCCCC2O)nc1)N1CCc2ccccc21 (configuration not stated)	-3	·	-5
Cc1ccc(NC(C)(C(=O)NCCc2nnc(N)s2)c2ccccc2)cc1 (configuration not stated)	-7	-8	6
CCOc1ccc(C(=O)Nc2c3c(nn2C(C)(C)C)CS(=O)C3)cc1 (configuration not stated)	-4	·	6
CC(NC(=O)CCn1cnc2ccccc21)c1ccc(O)c(F)c1 (configuration not stated)	-8	-10	7
O=c1ccc(-c2cccnc2)nn1CCNS(=O)(=O)c1cccnc1	-7	·	6
CS(=O)(=O)N1CCN(C(=O)CSc2nc3ccccc3[nH]2)CC1	3	·	-6
CCCCC(=O)Nc1ccc(N2CCOCC2)cc1	-7	·	-1
CC1CC1C(=O)N(C)CC(=O)Nc1ccccc1Cl (configuration not stated)	-10	·	0
Cc1cc(NC(=O)C2CCN(C(=O)C3c4ccccc4Oc4ccccc43)CC2)no1	-6	·	-1
COc1ccc(OC)c(CN2CCC3(CC2)NC(=O)c2cccc(C)c2N3)c1	-8	-5	0
CC(C)COC(=O)N1CCn2c(nnc2C(=O)NC2CCCCC2)C1	5	·	1
O=C(NC1Cc2ccccc2C1)c1ccc2oc(Cc3ccccc3)nc2c1	-6	-8	6
CCCSc1nc2c(c(=O)n1-c1ccc(C)cc1)SCC2	-7	·	1
Cc1cccc2ncc(C(=O)NC3CC(=O)N(C4CCCCCC4)C3)c(=O)n12 (configuration not stated)	-8	·	5
O=C(c1ccc(Cl)c(F)c1)N1CCOC(COCc2ccc(F)cc2Cl)C1 (configuration not stated)	-12	-6	·
COc1ccc(C)cc1N1C(=O)CSC1c1ccccc1NC(=O)COCc1ccccc1 (configuration not stated)	-3	-4	·
CCOC(=O)C1=C(C)NC(C)=C(C(=O)OCC)C1C1=COCCO1	3	1	-9
Cn1nc(C(=O)Nc2nc3ccc(S(C)(=O)=O)cc3s2)ccc1=O	-3	-6	10
COc1cccc(CN(C)C(=O)c2sc(=O)n(Cc3ccc(F)cc3)c2C)c1	-8	·	9
Cc1nc2c(SCC(=O)N3CCCCC3)nnc(-c3ccccc3)c2s1	2	-1	1
CC(C)c1nc(C(=O)N(Cc2cccnc2)CC2CCN(C3CCCC3)CC2)cs1	-8	·	20
CSCCCNC(=O)c1ccc(-c2cccc(Cl)c2)s1	-9	-8	27
CCOc1ccc(N2C(=O)CSC2c2ccccc2NC(=O)c2cc(OC)cc(OC)c2)cc1 (configuration not stated)	-7	-4	-2
Cc1ccc(NC(=O)CSc2nc(=O)n3ccc(C)cc3n2)c(C)c1	1	-1	2
CC1(C)COC(CCOC(=O)NCCc2nc3ccccc3[nH]2)OC1	-5	·	-3
CCC(C)C(NC(=O)Nc1ccccc1C(F)(F)F)C(=O)Nc1nnc(-c2ccc3c(c2)OCO3)s1 (configuration not stated)	-10	-5	1
CC(=O)Nc1ccc(S(=O)(=O)Oc2cccc(CN(Cc3ccco3)C(=O)c3cccc(F)c3)c2)cc1	-7	-5	24
Cn1ccnc1Sc1ncccc1[N+](=O)[O-]	-5	·	1
Cc1nn(C)c2nc(N3C[C@H](O)[C@@H](N4CCOCC4)C3)sc12	-8	-4	·
COc1cc(OC)c(C2c3c(n[nH]c3-c3cccc([N+](=O)[O-])c3)OC(=N)C2C#N)c(OC)c1 (configuration not stated)	-1	·	-2
Cc1ccsc1CN(C)C(=O)c1n[nH]c2ccccc12	0	-13	17
O=C(c1cc(-c2ccccc2)no1)N1CC(c2ccncc2)C1	-4	·	9
COc1ccc(NS(=O)(=O)c2cccc(C(=O)Nc3ccccc3)c2)cc1	2	-9	5
O=C(CSc1nnc2sc3ccccc3n12)Nc1cccc(C(F)(F)F)c1	-3	-7	-1
O/N=C1/CCCc2c1[nH]c1ccc(Cl)cc21	1	·	5
Cc1ccc2c(c1)-c1c(s[s+]c1SC(=O)C(C)C)C(C)(C)N2	-3	-4	-2
Cc1ccc2nc(-c3cccc(NC(=O)c4ccccc4C)c3)oc2c1	-4	-9	·
O=C1NC(=S)SC1=Cc1ccc(F)c(F)c1	12	36	6
Fc1cc(F)cc(-c2oncc2-c2nnnn2-c2ccccc2)c1	3	·	-1
CCC/C=C/CN1CCN2C(=O)CN(C)C(=O)C2C1 (configuration not stated)	-6	·	13
O=C(Nc1cccc2c1C(=O)c1ccccc1C2=O)c1cc2ccccc2c(=O)o1	5	-10	4
O=S(=O)(NC1CCCC1)c1ccc(NN=C2CCCCC2)nc1	-7	-18	17
CCOC(=O)C1CCCN(C(=O)c2nn(-c3ccc(F)cc3)c(=O)n(Cc3ccccc3C)c2=O)C1 (configuration not stated)	-3	-4	10
Cc1nc2n(n1)C(=O)C(C(c1ccc(Cl)cc1)N1CC(C)OC(C)C1)S2 (configuration not stated)	-11	·	0
O=C1CCCc2occ(C(=O)N3CCCC(OCc4cccnc4)C3)c21 (configuration not stated)	-2	-17	4
COc1cccc(C(=O)N2CCCN(c3nc(C4CCOCC4)nc4c3cnn4-c3ccccc3)CC2)c1	-2	-8	-12
COc1ccccc1C(NC(=O)C1CCN(Cc2cccc(Cl)c2)CC1)c1ccccn1 (configuration not stated)	-4	-3	6
CC(=O)OC(C)C[N+](C)(C)C (configuration not stated)	-5&2&-8&-4	-7&-3	1&14&38&40
CN(c1ccccc1)S(=O)(=O)c1ccc(C(=O)NCc2cccnc2)cc1	-7	-16	-3
Fc1cc(Cl)cc(Oc2ccc3c(C4CC4)noc3n2)c1	-6	-6	9
CCN1CCN(C(=O)c2ccc(CSc3nnc(C)n3-c3ccc(OC)cc3)cc2)CC1	-8	-7	4
Cc1ccc(C)c(Cn2c(=O)c3c(nc4n(CCCO)c(C)c(C)n34)n(C)c2=O)c1	-3	·	-7
Cc1csc2nc(O)c(C(=O)NCCCN3CCCCC3C)c(=O)n12 (configuration not stated)	-2	-5	-2
CSc1nnc2c(n1)OC(/C=C/c1cccs1)Nc1ccccc1-2 (configuration not stated)	-7	-1	0
Cc1cccnc1C1=NOC(Cc2ccccc2)C(=O)N1C (configuration not stated)	-9	·	10
CCCn1c(CO)nc2ccccc21	-5	-2	-5
COC(=O)c1cccc(NC(=O)c2c(-c3ccccc3Cl)noc2C)c1	0	2	0
CCOC(=O)C1=C(C)NC2=C(C(=O)CCC2)C1c1cc(Br)c(O)c(OC)c1 (configuration not stated)	-8	-4	3

Next section:
SMILES	hcGAS inh	mcGAS lum	NPYLR7 agonist
O=C(c1cccc(F)c1)N(Cc1nccn1Cc1ccccc1Cl)CC1CCCO1 (configuration not stated)	6	-3	6
CCc1nnc(CN2CCc3onc(-c4cccc5ccccc45)c3C2)o1	-4	·	5
COc1c(F)cccc1C(=O)N1CCCC(CCc2ccc(F)cc2)C1 (configuration not stated)	-6	-12	6
COc1ccc(-c2cc(C(=O)N3CCOCC3)c3ccccc3n2)cc1	-9	·	3
CSc1ccc(CC2(CCC(=O)N3CCCC3c3nc4ccc(F)cc4[nH]3)CCC(=O)N2)cc1 (configuration not stated)	-7	-25	6
COc1ccc(CCNC(=O)C(C)(C)CC(=O)c2ccccc2)cc1OC	-5	-7	-9
O=S(=O)(c1ccc(F)c(F)c1)N1CCN(c2nnnn2-c2ccccc2)CC1	2	0	3
COc1cn2c(cc1=O)C(=O)N(CCNC(=O)c1ccc(F)cc1F)CC2	-8	·	15
O=C(CSc1ncccc1C(=O)OCc1ccc(Cl)nc1)Nc1ccc2c(c1)OCO2	-8	-6	2
NC(=O)N1CCN(C(=O)c2ccccc2C2CCNC2)CC1 (configuration not stated)	2	·	-3
Nc1c([N+](=O)[O-])ccc2c1=[N+]([O-])C1(CCCCC1)[N+]=2[O-]	-10	-13	-14
COc1ccc(C(=O)Nc2c(-c3ccccc3OC)nc3ccc(C)cn23)cc1	-6	-8	-1
CCOC(=O)c1cnc(-c2cccc(C(F)(F)F)c2)nc1NCCSC	-7	-5	-2
COc1ccc(-c2nc(-c3ccc(Br)o3)no2)cc1OC	-9	·	-2
CC1(C)O[C@@H]2C[C@@](OCc3ccccc3C#N)(C(=O)NCC3CC3)CC(OCc3cccc(F)c3F)[C@@H]2O1 (some centres not stated)	-3	-4	3
CCN(CC)CCOc1ccccc1CNC(=O)c1ccccc1C	-6	·	6
CCn1cnc(C(=O)NC)c1C(=O)NC	-4	·	2
CC(C)CC1COCCN1c1cc(C(F)(F)F)nc(-c2cccnc2)n1 (configuration not stated)	-6	·	4
CC1CCCCN1C(=O)C(NC(=O)c1ccccc1)C1CCNCC1 (configuration not stated)	-2	·	34
COc1ccc(-n2ccnc2C2CC(=O)Nc3c2cnn3CCC(C)C)cc1 (configuration not stated)	-4	-13	1
COc1ccc(-n2nc(-c3ccccc3Cl)cc2C(=O)N2CCC(Cc3ccccc3)CC2)cc1	-6	1	-1
CC(C)(C)CC(=O)Nc1nnc(C2CC2)s1	-3	·	1
CC1CCC2(CC1)NC(=O)N(N=Cc1ccc([N+](=O)[O-])o1)C2=O (configuration not stated)	2	·	3

Of the compounds above, 18 contain fluorine.
SMILES	hcGAS inh	mcGAS lum	NPYLR7 agonist
CC(NC(=O)CCn1cnc2ccccc21)c1ccc(O)c(F)c1 (configuration not stated)	-8	-10	7
O=C(c1ccc(Cl)c(F)c1)N1CCOC(COCc2ccc(F)cc2Cl)C1 (configuration not stated)	-12	-6	·
COc1cccc(CN(C)C(=O)c2sc(=O)n(Cc3ccc(F)cc3)c2C)c1	-8	·	9
CCC(C)C(NC(=O)Nc1ccccc1C(F)(F)F)C(=O)Nc1nnc(-c2ccc3c(c2)OCO3)s1 (configuration not stated)	-10	-5	1
CC(=O)Nc1ccc(S(=O)(=O)Oc2cccc(CN(Cc3ccco3)C(=O)c3cccc(F)c3)c2)cc1	-7	-5	24
O=C(CSc1nnc2sc3ccccc3n12)Nc1cccc(C(F)(F)F)c1	-3	-7	-1
O=C1NC(=S)SC1=Cc1ccc(F)c(F)c1	12	36	6
Fc1cc(F)cc(-c2oncc2-c2nnnn2-c2ccccc2)c1	3	·	-1
CCOC(=O)C1CCCN(C(=O)c2nn(-c3ccc(F)cc3)c(=O)n(Cc3ccccc3C)c2=O)C1 (configuration not stated)	-3	-4	10
Fc1cc(Cl)cc(Oc2ccc3c(C4CC4)noc3n2)c1	-6	-6	9
O=C(c1cccc(F)c1)N(Cc1nccn1Cc1ccccc1Cl)CC1CCCO1 (configuration not stated)	6	-3	6
COc1c(F)cccc1C(=O)N1CCCC(CCc2ccc(F)cc2)C1 (configuration not stated)	-6	-12	6
CSc1ccc(CC2(CCC(=O)N3CCCC3c3nc4ccc(F)cc4[nH]3)CCC(=O)N2)cc1 (configuration not stated)	-7	-25	6
O=S(=O)(c1ccc(F)c(F)c1)N1CCN(c2nnnn2-c2ccccc2)CC1	2	0	3
COc1cn2c(cc1=O)C(=O)N(CCNC(=O)c1ccc(F)cc1F)CC2	-8	·	15
CCOC(=O)c1cnc(-c2cccc(C(F)(F)F)c2)nc1NCCSC	-7	-5	-2
CC1(C)O[C@@H]2C[C@@](OCc3ccccc3C#N)(C(=O)NCC3CC3)CC(OCc3cccc(F)c3F)[C@@H]2O1 (some centres not stated)	-3	-4	3
CC(C)CC1COCCN1c1cc(C(F)(F)F)nc(-c2cccnc2)n1 (configuration not stated)	-6	·	4

Outcome played no part in choosing rows (roughly 0.29% active in at least one column).
